Compound activity: PubChem, National Center for Advancing Translational Sciences (NCATS)
TRHR PAM – qHTS for Small Molecule Agonists and Allosteric Enhancers of Human TRH Receptor: Primary Screen for Enhancers; Thyrotropin-releasing hormone receptor (Homo sapiens), P34981; TRHR cells, fluo-8 calcium fluorescence, EC20 TRH enhancement; enhancement, % at 2 µM; 360,000 tested, 0.66% active; AID 493056, 2011; in the data active means enhancement above about 30%; further: 0% is about no effect
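TRHR-expressing cells loaded with fluo-8 calcium dye were read kinetically (ex 480/em 530) during compound addition, then stimulated with an EC20 of TRH (10 nM final). Enhancement of the Gq-mediated intracellular calcium response was scored.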
D2 antag – HTS Assay for Allosteric Antagonists of the Human D2 Dopamine Receptor: Primary Screen for Antagonists; D(2) dopamine receptor (Homo sapiens), P14416; HEK293 TREx D2 cells, calcium flux, dopamine EC80; inhibition, % at 10 µM; 340,000 tested, 2% active; in the data active means inhibition above about 30%; further: 0% is about no effect
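Calcium mobilization kinetics were recorded at 1 s intervals in tetracycline-induced HEK293 T-REx D2 cells, first for 180 s after compound addition and then 180 s after EC80 dopamine.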
RXFP1 antagonist – qHTS Assay for Antagonists of the Relaxin Receptor RXFP1 | AID 1259400, 2018 | activity change, negative = inhibition, % at 57.5 µM | Relaxin receptor 1 (Homo sapiens), Q9HBX9 | 350,000 tested, 0.59% active | HEK293-RXFP1, relaxin-stimulated cAMP HTRF, 30 min; hits give low values;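 active means activity change of -60% or lower, but not beyond a set lower limit; inconclusive means change between -60% and -40%, or beyond the set limit; inactive means change above -40%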; further: on the % scale 0 is the no-effect control and ±100 the full control effect
Target sequence (Q9HBX9 whole entry, looked up): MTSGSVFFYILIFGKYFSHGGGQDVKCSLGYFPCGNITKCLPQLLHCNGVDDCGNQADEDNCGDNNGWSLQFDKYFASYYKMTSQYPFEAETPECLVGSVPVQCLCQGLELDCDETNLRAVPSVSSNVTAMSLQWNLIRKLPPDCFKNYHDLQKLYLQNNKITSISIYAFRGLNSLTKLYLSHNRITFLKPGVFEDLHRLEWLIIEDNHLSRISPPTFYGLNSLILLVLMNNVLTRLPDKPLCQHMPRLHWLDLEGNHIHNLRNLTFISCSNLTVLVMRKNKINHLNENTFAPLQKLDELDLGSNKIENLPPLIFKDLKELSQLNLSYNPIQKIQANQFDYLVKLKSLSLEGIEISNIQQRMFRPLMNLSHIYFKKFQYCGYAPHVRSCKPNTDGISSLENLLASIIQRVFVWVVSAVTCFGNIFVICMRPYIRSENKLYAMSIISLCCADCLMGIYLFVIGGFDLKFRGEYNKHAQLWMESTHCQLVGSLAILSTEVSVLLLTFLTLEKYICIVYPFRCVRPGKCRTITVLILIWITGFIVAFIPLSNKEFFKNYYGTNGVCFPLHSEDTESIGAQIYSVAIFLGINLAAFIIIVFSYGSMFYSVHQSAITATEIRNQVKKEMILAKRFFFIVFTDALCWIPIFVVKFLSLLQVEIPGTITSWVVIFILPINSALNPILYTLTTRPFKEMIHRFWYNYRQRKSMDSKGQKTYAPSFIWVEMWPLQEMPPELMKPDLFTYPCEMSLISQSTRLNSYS
RXFP1 ag – qHTS Assay for Agonists of the Relaxin Receptor RXFP1; AID 2676, 2010; Potency, µM (highest dose often 57.5 µM), for the others: at the top dose activation, most hits filed as activators; Relaxin receptor 1 (Homo sapiens), Q9HBX9; HEK293T-RXFP1 cAMP TR-FRET, 30 min; response scale: percent of porcine relaxin response, buffer zero; 370,000 tested, 0.3% active; active means well fitted activation curve with a large enough effect; inconclusive means small, poorly fitted or top-dose-only effect; further: potency means the concentration at half of the fitted maximal effect; on the % scale 0 is the no-effect control and ±100 the full control effect; nearly all actives have a fitted effect of over 60% in size; many of its hits are not listed in these tables
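HEK293T cells stably expressing RXFP1 were pretreated with the PDE4 inhibitor Ro 20174, exposed to compounds for 30 min at 37C, lysed, and cAMP was read by TR-FRET. Data normalized to buffer (basal) and 29 nM porcine relaxin (100%).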
D2 PAM – HTS Assay for Positive Allosteric Modulators of the Human D2 Dopamine Receptor: Primary Screen for Potentiators; D(2) dopamine receptor (Homo sapiens), P14416; 340,000 tested, 0.34% active; HEK293 T-REx D2, calcium flux, EC20 dopamine potentiation; AID 485347, 2010; potentiation, % at 10 µM;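 active means potentiation over 3 SD above the plate norm, cut at about 30% in these data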; further: 0% is about no effect
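Potentiation of an EC20 dopamine calcium response measured kinetically over 180 s, after a preceding 180 s compound-only read flagging agonists. Cells: inducible Hek293 Trex D2 line, 4000/well, cultured overnight at 30 C before dye loading.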
D2 ag – HTS Assay for Allosteric Agonists of the Human D2 Dopamine Receptor: Primary Screen for Agonists; activation, % at 2 µM; D(2) dopamine receptor (Homo sapiens), P14416; 340,000 tested, 0.53% active; AID 485358, 2010; HEK293 T-REx D2 cells, calcium flux agonist mode;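 active means activation over 3 SD above normal in the single-dose calcium agonist read, cut at about 30% in these data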; further: 0% is about no effect
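In this primary screen, compounds producing a positive calcium signal within 180 s of addition to tetracycline-induced, force-coupled HEK293 Trex D2 cells are flagged; cells are dye-loaded with a no-wash calcium kit beforehand.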
D1 agonist – Allosteric Agonists of the Human D1 Dopamine Receptor: qHTS; HEK293 T-REx D1 cells, calcium flux, agonist mode; AID 504660, 2011; 360,000 tested, 1% active; activation, % at 2 µM; in the data active means activation above about 30%; further: 0% is about no effect
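Tetracycline-induced HEK293 TREx D1 cells, force-coupled to calcium signalling, were dye-loaded with a no-wash calcium kit. Compound was pin-added after a 10 s baseline. Fluorescence was read kinetically at 1 cycle/s for 180 s, with calcium rises flagged as agonism.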
D1 antag – Antagonist of Human D 1 Dopamine Receptor: qHTS; AID 504652, 2011; HEK293 TREx D1 cells, calcium flux, dopamine EC80; hits give low values; D(1A) dopamine receptor (Homo sapiens), P21728; activity change, negative = inhibition, % at 10 µM; 360,000 tested, 3.2% active; in the data active means activity change below about -30%; further: on the % scale 0 is the no-effect control and ±100 the full control effect
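Antagonism measured as reduced calcium response to an EC80 dopamine addition following 180 s compound pre-read; cells were inducible HEK293 Trex D1 plated overnight at 30 C, read kinetically at 1 cycle/sec.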
D1 potentiator – Potentiators of Human D1 Dopamine Receptor: qHTS; D(1A) dopamine receptor (Homo sapiens), P21728; HEK293 TREx D1 cells, calcium flux, dopamine EC20 potentiation; potentiation, % at 10 µM; 360,000 tested, 0.036% active; AID 504651, 2011; in the data active means potentiation above about 30%; further: 0% is about no effect
Starred values were filed as active, the others as inactive; ? = inconclusive; . = no result given. The list is partial (hit frequency here may not be typical).

Below each SMILES: TRHR PAM	D2 antag	RXFP1 antagonist	RXFP1 ag	D2 PAM	D2 ag	D1 agonist	D1 antag	D1 potentiator
1. O=C(NCc1ccncc1)c1cccc(Cn2cc(Br)cn2)c1
→ -7	9	-3	2.5%	-3	0.2	4	3	-2
2. NS(=O)(=O)c1ccc(Nc2nc(-c3ccc(O)cc3)cs2)cc1
→ 14	16	-11	-0.2%	-4	0.1	2	-13	-2
3. O=Cc1cccn1Cc1ccc(Cl)cc1Cl
→ 0	-2	-4	-0.5%	17	-0.9	-1	-13	-2
4. COC(=O)c1ccc(C2C(Oc3ccc(OC)cc3)C(=O)N2CCc2ccc(F)cc2)cc1 (configuration not stated)
→ -9	4	-14	1.9%	-4	-0.2	13	2	-5
5. CCOc1ccc(NC(=O)C2CCCN(c3nn4cc(-c5ccc(OC)cc5)nc4s3)C2)cc1 (configuration not stated)
→ -1	.	-15	8.1%	4	0.2	-1	0	-5
6. CCCCOc1ccc(C(=O)OCC(=O)Nc2cc(C)c(C)cc2[N+](=O)[O-])cc1
→ 5	-1	2	-1.2%	3	-0.9	1	7	6
7. COc1ccccc1-c1oc2ccccc2c1-c1ccc2c(c1)OCO2
→ -2	14	.	0.9%	-3	-0.5	2	.	-4
8. COc1ccc(C(=O)OCC[N+]2(C)CCOCC2)cc1
→ 17	.	-6	2.3%	4	.	3	4	2
9. CCOc1ccc(CNC(=O)CCCOc2cc(=O)n(C)c3ccccc23)cc1
→ 3	7	4	2.7%	-1	0.4	1	-27	1
10. CCOC(=O)CN1C(=O)C(O)(c2c(C)[nH]c3ccccc23)c2ccccc21 (configuration not stated)
→ -2	-11	6	-0.5%	4	0.4	0	-24	1
11. NS(=O)(=O)c1ccc(NC(=O)c2ccc3c(c2)OCO3)cc1
→ 7	-2	-2	?	-1	0.9	1	2	-7
12. COc1ccc(S(=O)(=O)Nc2ccc(-n3cccc3)cc2)cc1
→ 2	-15	-21	-1.2%	-4	-1.1	6	-5	-3
13. COCCN1C(=O)c2[nH]nc(-c3cc(C)ccc3O)c2C1c1ccc(C(C)C)cc1 (configuration not stated)
→ 2	.	-6	-1.4%	8	-0.1	-1	27	4
14. CCCc1nc2sc3c(c2c(=O)n1NC(=O)c1ccco1)CC(C)(C)OC3
→ -2	.	-14	2.3%	.	.	2	-11	-1
15. COc1cc(/C=N/n2c(C3CCCCC3)n[nH]c2=S)cc(Br)c1O
→ -7	1	-7	2.8%	-5	-0.7	3	-4	2

Among those listed so far, these have an NH in an aromatic ring:
Below each SMILES: TRHR PAM	D2 antag	RXFP1 antagonist	RXFP1 ag	D2 PAM	D2 ag	D1 agonist	D1 antag	D1 potentiator
10. CCOC(=O)CN1C(=O)C(O)(c2c(C)[nH]c3ccccc23)c2ccccc21 (configuration not stated)
→ -2	-11	6	-0.5%	4	0.4	0	-24	1
13. COCCN1C(=O)c2[nH]nc(-c3cc(C)ccc3O)c2C1c1ccc(C(C)C)cc1 (configuration not stated)
→ 2	.	-6	-1.4%	8	-0.1	-1	27	4
15. COc1cc(/C=N/n2c(C3CCCCC3)n[nH]c2=S)cc(Br)c1O
→ -7	1	-7	2.8%	-5	-0.7	3	-4	2

Some entries already given with just D2 ag.
# | structure | D2 ag
12 | COc1ccc(S(=O)(=O)Nc2ccc(-n3cccc3)cc2)cc1 | -1.1
9 | CCOc1ccc(CNC(=O)CCCOc2cc(=O)n(C)c3ccccc23)cc1 | 0.4
10 | CCOC(=O)CN1C(=O)C(O)(c2c(C)[nH]c3ccccc23)c2ccccc21 (configuration not stated) | 0.4
1 | O=C(NCc1ccncc1)c1cccc(Cn2cc(Br)cn2)c1 | 0.2
15 | COc1cc(/C=N/n2c(C3CCCCC3)n[nH]c2=S)cc(Br)c1O | -0.7
13 | COCCN1C(=O)c2[nH]nc(-c3cc(C)ccc3O)c2C1c1ccc(C(C)C)cc1 (configuration not stated) | -0.1

New compounds follow.
Below each SMILES: TRHR PAM	D2 antag	RXFP1 antagonist	RXFP1 ag	D2 PAM	D2 ag	D1 agonist	D1 antag	D1 potentiator
16. Cn1c(CSCc2ccc(Cl)cc2Cl)n[nH]c1=S
→ -3	0	-11	-2.0%	-15	-1.3	2	-7	3
17. Cc1ccc(-n2nc(C(=O)N/N=C/c3cccc(C(F)(F)F)c3)c3ccccc3c2=O)cc1C
→ -7	6	-6	2.1%	1	-0.5	2	3	-3
18. O=C(NNc1ccc(C2CCCCC2)cc1)C(O)(c1ccccc1)c1cccs1 (configuration not stated)
→ 5	-36	-1	0.3%	-8	0.8	1	-18	-4
19. COc1cc(C2OC(c3cc(OC)c(OC)c(OC)c3)C(C)C2C)cc(OC)c1OC (configuration not stated)
→ -1	-9	.	-0.3%	-4	0.8	4	20	-1
20. Cc1ccc(NC(=O)CN2C(=O)S/C(=C\c3cc(C)n(C)c3C)C2=O)cc1
→ -1	-4	-28	3.2%	-4	0.6	1	-21	-4
21. Cc1ccc(Nc2nnns2)cc1C
→ -3	-2	10	1.0%	5	-0.5	7	-2	7
22. CC(NC(=O)c1ccc(C(C)(C)C)cc1)C(c1cccs1)N1CCOCC1 (configuration not stated)
→ -3	-3	-10	-0.5%	2	-1.0	0	-21	2
23. O=C(COC(=O)Cc1ccc(Cl)cc1Cl)Nc1ccc(OC(F)F)cc1
→ 7	-12	-1	-0.2%	0	0.9	6	8	4
24. CCN1CC2([N+](=O)[O-])C=CC(=O)C([N+](=O)[O-])(C1)C2CC(=O)c1ccccc1 (configuration not stated)
→ -1	17	-11	-4.2%	5	-1.2	-1	-3	-7
25. Cn1nnnc1SC(C(=O)Nc1cccc(C(F)(F)F)c1)c1ccccc1 (configuration not stated)
→ -1	3	.	-1.7%	6	-0.1	3	2	0
26. COc1ccc(C(=O)N2CCc3c([nH]c4ccccc34)C2C(F)(F)F)cc1 (configuration not stated)
→ -4	3	-16	1.0%	6	-0.1	0	7	-1
27. O=C(O)CCc1nn2c3ccccc3nc2n(-c2ccccc2)c1=O
→ 8	14	10	1.1%	-1	1.0	1	1	0
28. Nc1nn(-c2ccccc2)nc1C(=O)OCc1ccccc1Br
→ -2	.	.	7.0%	-8	-0.3	1	2	-2
29. Cc1cc(SCC(=O)c2ccccc2)nc(SCC(=O)c2ccccc2)n1
→ -5	5	-13	-0.8%	0	0.1	17	-20	-7
30. Cc1ccc(CN2CCCn3nc(C(=O)NCc4cc(C)ccc4C)cc3C2=O)cc1
→ -6	.	-8	-1.1%	-5	0.3	13	9	1

Grouped by structure: the compounds so far containing a furan ring, fused or not (2)
Below each SMILES: TRHR PAM	D2 antag	RXFP1 antagonist	RXFP1 ag	D2 PAM	D2 ag	D1 agonist	D1 antag	D1 potentiator
7. COc1ccccc1-c1oc2ccccc2c1-c1ccc2c(c1)OCO2
→ -2	14	.	0.9%	-3	-0.5	2	.	-4
14. CCCc1nc2sc3c(c2c(=O)n1NC(=O)c1ccco1)CC(C)(C)OC3
→ -2	.	-14	2.3%	.	.	2	-11	-1

Additional structures:
Below each SMILES: TRHR PAM	D2 antag	RXFP1 antagonist	RXFP1 ag	D2 PAM	D2 ag	D1 agonist	D1 antag	D1 potentiator
31. CC(C)Oc1ccc(CNC(=O)C2CCCN(S(=O)(=O)N3CCOCC3)C2)cc1 (configuration not stated)
→ 6	0	-3	0.3%	6	-0.8	2	2	-3
32. COc1ccc(OC)c(NC(=O)CSc2ccc3ccccc3c2)c1
→ 1	16	-6	-1.2%	-10	-0.1	6	19	1
33. CCOC(=O)C(NC(C)=O)(Nc1ccc(S(=O)(=O)Nc2ncccn2)cc1)C(F)(F)F (configuration not stated)
→ 6	-16	0	1.1%	8	2.6	3	0	2
34. C/C=C(\CS(=O)(=O)c1ccccc1)S(=O)(=O)c1ccccc1
→ -2	-17	0	0.9%	14	0.8	1	5	-1
35. Cc1ccc(CC2S/C(=C(/C#N)C(=O)N3CCOCC3)N(c3ccccc3)C2=O)cc1 (configuration not stated)
→ -3	1	-7	2.2%	10	2.8	1	0	-4
36. CC1CCCN(c2ccc([N+](=O)[O-])cc2C(=O)c2ccccc2)C1 (configuration not stated)
→ -2	4	-28	6.0%	7	-0.3	4	3	4
37. CCC(CC)C(=O)c1c[nH]c(C(=O)NCC2CCCO2)c1 (configuration not stated)
→ 2	0	-2	2.1%	-9	-1.1	1	-6	-4
38. Cc1ccc(NC(=O)NCCCN2CCCC2=O)cc1
→ -2	.	12	1.8%	.	.	1	-7	-3
39. CCN1C2OC3OC4C(OC3OC2N(CC)S1(=O)=O)N(CC)S(=O)(=O)N4CC (configuration not stated)
→ 8	-11	-13	-1.0%	-5	2.2	2	10	-4
40. COc1ccc(NC2CC(=O)N(C(C)C)C2=O)cc1 (configuration not stated)
→ -5	8	11	0.9%	2	0.3	4	-21	-11
41. COc1cc(C(=O)Nc2cccc3c2CCCC3)cc(OC)c1OC
→ -3	14	5	2.1%	12	-0.6	3	6	3
42. CCN(CC)C1=C(Cl)C(=O)C(Cl)C12OCCO2 (configuration not stated)
→ 5	23	6	-1.5%	-3	-1.9	2	-1	-3
43. CC(C)NS(=O)(=O)c1ccc(CCC(=O)NCc2ccncc2)cc1
→ 4	.	1	2.0%	8	.	4	-4	-2
44. CCOc1ccc(S(=O)(=O)N2CCN(c3c(C)cccc3C)CC2)c2ccccc12
→ 4	.	.	1.0%	4	-0.9	3	36	-3
45. CC(=O)Nc1nnc(SCc2cccc(F)c2)s1
→ 0	-3	.	0.0%	-5	1.0	1	5	2
46. CC1CCC2(CC1)Nc1ccccc1C(=O)N2c1ccccc1 (configuration not stated)
→ -6	.	5	0.0%	.	.	-1	11	-8
47. COc1cccc(NC(=O)CN(C)C(=O)CCN2C(=O)C3CC=CCC3C2=O)c1 (configuration not stated)
→ 8	13	-6	-0.3%	-5	0.0	1	-4	9
48. COCCCN1C(=O)C2C(C(=O)Nc3cc(C)cc(C)c3)C3C=CC2(O3)C1C(=O)NC1CCCCC1 (configuration not stated)
→ 7	-5	-11	-4.7%	1	-0.3	-2	5	-4
49. O=C(NC(=S)Nc1ccc(Br)cn1)c1cccs1
→ -4	24	-9	27%	1	-0.1	1	15	-7
50. CN(CC(=O)N1CCN(c2ccccc2)CC1)S(=O)(=O)c1cccs1
→ -1	7	8	0.0%	-1	1.2	3	2	4
